Screening results as filed in PubChem BioAssay.
p53 reactivation: re-activators of mutant p53 | H1299 p53-A138V BP100-luciferase reporter, luminescence, 24 h | Potency, µM (titrated, usually from 92.2 µM), inactives show top-dose activity change, positive = activation, most hits filed as activators | 0.063% of 320,000 active; further: potency means the concentration at half of the fitted maximal effect; % of control where 0% means no effect; nearly all actives have a fitted effect of over 45% in size
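p53-null H1299 cells stably carrying temperature-sensitive p53-A138V and a BP100-luciferase reporter were pinned with compounds (4-point, 1:5 series) and held 24 hrs at 37 deg C. Luminescence was read 10 min after detection reagent.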
AT treatment: potential ataxia-telangiectasia treatments restoring KAP-1 phosphorylation; […] A-T fibroblasts, KAP-1 phosphorylation AlphaLISA; neocarzinostatin DNA damage 30 min before lysis; Potency, µM (top dose mostly 57.5 µM), for the others: at the top dose activation, hits mostly activators; 0.19% of 320,000 active; AID 485349; further: potency means the concentration at half of the fitted maximal effect; % of control where 0% means no effect; nearly all actives have a fitted effect of over 45% in size
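hTERT-immortalized A-T patient fibroblasts ([…]), 500 cells/well in OPTI-MEM, 1% FBS, got compounds for 60 min, then NCS for 30 min at 37C. Lysates were then assayed for phospho-KAP-1 by AlphaLISA (anti-pKAP1 donor, anti-KAP1 acceptor beads), 6 hr at 25C.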
PTAP TSG101 blk: blocks PTAP/TSG101 interaction to inhibit HIV-1 budding | Fluorescence polarization, FITC-PTAP peptide / Tsg101 binding | Potency, µM (series often up to 115 µM), without a hit: top-dose activity change, negative = inhibition, hits mostly inhibitors | 340,000 tested, under 10 active | Q99816; active means well fitted inhibition curve with a large enough effect in the main read-out, with a control signal flat, not every such curve was filed as active; inconclusive means small, poorly fitted or top-dose-only effect, or effect the other way, or a change in a side signal; inactive means no such curve, though single readings can be large or run the other way; further: potency means the concentration at half of the fitted maximal effect; % of control where 0% means no effect
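Fluorescence polarization binding of Tsg101 binding domain (10 uM final) to FITC-labeled PTAP peptide (50 nM final) in HEPES pH 7.5 buffer with NaCl, Tween 20, EDTA, TCEP. Compounds added before peptide; binding 20 min at RT.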
TRPV1 ag: activates the human vanilloid receptor TRPV1 | Q8NER1 | TRPV1-expressing cells, Fluo-8 calcium influx, agonist mode | activation, % at 8.33 µM | 0.19% of 320,000 active | AID 540275; in the data active means activation above about 80%; inconclusive means between about 30% and that limit; further: 0% is about no effect
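Cells expressing TRPV1 were dye-loaded with Fluo-8 and read kinetically: 10 s baseline, 3 min after compound (agonist portion), then 2 min after EC20 capsaicin (allosteric enhancer portion). Calcium-bound dye fluorescence at 480/520 nm.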
MLL CXXC-DNA inh: blocks binding of human MLL CXXC domain to DNA; MLL-CXXC / FITC-HOXA9 DNA fluorescence polarization; Potency, µM (doses to about 115 µM), for inactives: top-dose activity change, negative = inhibition, usual class: inhibitors; 0.037% of 290,000 active; AID 2662; active means well fitted inhibition curve with a large enough effect in the polarisation, with a control signal flat, not every such curve was filed as active; inconclusive means small, poorly fitted or top-dose-only effect, or effect the other way, or a change in a side signal; inactive means no such curve, though single readings can be large or run the other way; the % refers to the polarisation; further: potency means the concentration at half of the fitted maximal effect
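Steps: dispense CXXC domain solution (7 uM) → pin compounds or unlabeled HOX-A9 DNA control → 5 min ambient → add FLSN-HOX-A9 solution (50 nM) → spin → 30 min ambient → fluorescence polarization. Tris pH 7.5/NaCl/DTT/BSA buffer.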
BRCA1 expr act: activators of BRCA1 expression; MCF7-BRCA1-FFLuc reporter, luminescence, 48 h; response scale: scaled: vehicle 0%, 10 µM genistein 100%; 1.1% of 380,000 active; Potency, µM (highest dose often 46.1 µM), without a hit: at the highest dose activation, actives largely listed as activators; further: potency means the concentration at half of the fitted maximal effect; nearly all actives have a fitted effect of over 80% in size; some results filed as inactive show a strong effect at the top dose
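MCF7-BRCA1-FFLuc, 2000 cells/well; 2 h attach, 37 °C/5% CO2; compound 48 h; luciferase substrate 15 min; luminescence end-point. Norm. to genistein 10 microM max activation and DMSO; concentration-response curves fitted.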
B2AR arrestin: beta2AR (human) beta-arrestin recruitment activity | Potency, µM (top dose mostly 46.1 µM), for inactives: top-dose activation, actives largely listed as activators | P07550 | 0.02% of 330,000 active | beta-arrestin recruitment to beta2AR, cell-based reporter;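 further: potency means the concentration at half of the fitted maximal effect; 0% = DMSO controls and full agonism = EC100 isoproterenol or metaproterenol; nearly all actives have a fitted effect of over 65% in size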
a7 integrin act: integrin-mediated muscular dystrophy alleviation activation. alpha7betagal myoblasts, beta-gal FDG fluorescence, 48 h. Potency, µM (titrated, usually from 38.3 µM), inactives show top-dose activation, usual class: activators. 0.064% of 350,000 active;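 further: potency means the concentration at half of the fitted maximal effect; 100% = response of the positive control SU9516; nearly all actives have a fitted effect of over 60% in size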
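Alpha7betagal+/- myoblasts (passage 13) were plated 16-24 hr, then exposed to compounds (1:260 dilution of DMSO stock) for 48 hours at 37C. After MPER lysis, β-galactosidase reporter activity was read as FDG fluorescence (ex 480/em 540) after 30 minutes.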
ELG1 repair inh: ELG1-dependent DNA repair inhibition | HEK293T ELG1-luciferase reporter, luminescence, 16 h; DNA damage induced by 5-fluorouridine | Potency, µM (highest dose often 46.1 µM), without a hit: at the top dose activity change, negative = inhibition, hits mostly inhibitors | 2.3% of 330,000 active | AID 504467; further: potency means the concentration at half of the fitted maximal effect; on the % scale 0 is the no-effect control and ±100 the full control effect; nearly all actives have a fitted effect of over 55% in size
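DMSO vehicle served as the neutral condition. Each well held 2,000 cells given 5-fluorouridine plus compound; after 16 hr at 37 °C/5% CO2, ONE-Glo was added and luciferase measured 30 min later.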
TCR activator: T cell receptor activation; AID 504894; primary human leukocytes, anti-CD3, IL-2 HTRF, 48 h; 330,000 tested, under 10 active; Potency, µM (top dose mostly 9.22 µM), inactives show at the top dose activation of IL-2 secretion, most hits filed as activators; further: % of control where 0% means no effect
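Primary human leukocytes incubated 48 hr with anti-CD3 beads plus compound, without co-stimulation. Secreted IL-2 measured by HTRF (europium cryptate/d2 anti-IL-2 pair, 320 nm excitation, 665 nm emission).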
An asterisk follows results filed as active; [ ] = dose if it differs, or a comment. Unless noted, the call rests on the fitted dose curve; in most records, active means well fitted curve in the direction sought with a large enough effect; inconclusive means small, poorly fitted or top-dose-only effect, or another doubt; inactive means no such curve, though single readings can be large; an effect the other way counts as inactive or inconclusive.

For O=c1cc(CO)[nH]cc1OCc1ccccc1 the results were p53 reactivation 0%, AT treatment 2%, PTAP TSG101 blk -3%, TRPV1 ag 1, MLL CXXC-DNA inh -18%, BRCA1 expr act 2%, B2AR arrestin -0.8%, a7 integrin act 26%, ELG1 repair inh 3% and TCR activator -5%.
Nc1nc(NCC2CCCO2)nc(Nc2cccc(F)c2)c1[N+](=O)[O-] (stereo not given) was read as p53 reactivation 0%, AT treatment -1%, PTAP TSG101 blk 2%, MLL CXXC-DNA inh 11%, BRCA1 expr act -9%, B2AR arrestin -0.7%, a7 integrin act 0%, ELG1 repair inh 0% and TCR activator 2%.
For CC(C)(C)C(=O)Cn1ncc(Br)c(Br)c1=O the results were p53 reactivation -12%, AT treatment -9%, PTAP TSG101 blk -6%, TRPV1 ag -2, MLL CXXC-DNA inh -10%, BRCA1 expr act -79%, B2AR arrestin 0.0%, a7 integrin act -25%, ELG1 repair inh inconclusive and TCR activator 1%.
Cc1cccc(C(=O)NNC(=O)c2ccccc2Br)c1 was read as AT treatment 4%, PTAP TSG101 blk -14%, TRPV1 ag -4, MLL CXXC-DNA inh -3%, BRCA1 expr act 28%, B2AR arrestin 0.1%, a7 integrin act -6%, ELG1 repair inh inconclusive and TCR activator -3%.
For COCCn1c(C)cc(C(=O)CSc2nnnn2C2CCCC2)c1C the results were p53 reactivation -15%, AT treatment -8%, PTAP TSG101 blk -1%, TRPV1 ag inconclusive, BRCA1 expr act -61%[inhibitor], B2AR arrestin -0.2%, a7 integrin act -22%, ELG1 repair inh inconclusive and TCR activator -1%.
For CC1CC2C(C(O)CC3(C)C2CCC3(O)C(=O)CO)C2(C)C=CC(=O)C=C12 (stereo not given) the results were PTAP TSG101 blk -8%, BRCA1 expr act -6%, a7 integrin act 17% and TCR activator -6%.
COc1ccc(C(=O)N2CCN(S(=O)(=O)c3ccc(C)cc3)CC2)cc1S(=O)(=O)N1CCOCC1 was read as p53 reactivation -3%, AT treatment 18%, PTAP TSG101 blk -1%, TRPV1 ag -1, MLL CXXC-DNA inh 3%, BRCA1 expr act 0%, B2AR arrestin -0.3%, a7 integrin act -25%, ELG1 repair inh -4% and TCR activator 2%.
Nc1nc(Cl)cc(N2CCC(c3cc(-c4ccc(Cl)cc4)n[nH]3)CC2)n1 was read as p53 reactivation -4%, AT treatment 0%, PTAP TSG101 blk -3%, TRPV1 ag -2, MLL CXXC-DNA inh 28%, BRCA1 expr act -104%[inhibitor], B2AR arrestin -0.3%, a7 integrin act -64%[inhibitor], ELG1 repair inh inconclusive and TCR activator 6%.
Screening COC(=O)c1cc(Cl)cc2c(C)c(C3(O)CCCCC3)[nH]c12 returned p53 reactivation 16%, AT treatment 10%, PTAP TSG101 blk -9%, TRPV1 ag 3, MLL CXXC-DNA inh 2%, BRCA1 expr act -55%, B2AR arrestin -0.1%, a7 integrin act -15%, ELG1 repair inh -12% and TCR activator 1%.
CC(C)Sc1nc2sc3c(c2c2nnc(SCC(=O)NCc4ccco4)n12)CCCC3 was read as p53 reactivation 1%, AT treatment 11%, PTAP TSG101 blk -5%, TRPV1 ag 3, MLL CXXC-DNA inh 0%, BRCA1 expr act -28%, B2AR arrestin -0.1%, a7 integrin act -14%, ELG1 repair inh inconclusive and TCR activator 4%.
For Cc1cccc(NC(=S)N(Cc2cccs2)Cc2cc3cc(C)cc(C)c3[nH]c2=O)c1 the results were p53 reactivation 15%, AT treatment -4%, PTAP TSG101 blk -5%, TRPV1 ag 1, MLL CXXC-DNA inh 9%, BRCA1 expr act -65%, B2AR arrestin -0.4%, a7 integrin act 12%, ELG1 repair inh inconclusive and TCR activator -3%[46.1 µM].
COc1cc2c(cc1C1C(C#N)=C(N)OC3=C1C(=O)CC(C)(C)C3)OCO2 (stereo not given) was read as AT treatment -4%, PTAP TSG101 blk -1%, TRPV1 ag 13, MLL CXXC-DNA inh 6%, BRCA1 expr act -10%, B2AR arrestin 0.0%, a7 integrin act -20%, ELG1 repair inh 1% and TCR activator 5%.
Screening Cc1c(Cl)cccc1NC(=O)CNc1cccc(S(=O)(=O)N(C)C)c1 returned p53 reactivation -8%, AT treatment -4%, PTAP TSG101 blk 0%, TRPV1 ag 3, MLL CXXC-DNA inh -4%, BRCA1 expr act 80%, B2AR arrestin -1.0%, a7 integrin act 10%, ELG1 repair inh inconclusive and TCR activator -14%[46.1 µM].
Cc1ccc(OCc2ccc(C(=O)Nc3ccc(S(N)(=O)=O)cc3)o2)cc1 was read as p53 reactivation 2%, AT treatment -1%, PTAP TSG101 blk -1%, TRPV1 ag 7, MLL CXXC-DNA inh 16%, BRCA1 expr act 10µM*, B2AR arrestin -0.1%, a7 integrin act -6%, ELG1 repair inh 28% and TCR activator -1%.

Reprinted from above (3 entries):
For O=c1cc(CO)[nH]cc1OCc1ccccc1 the results were p53 reactivation 0%, AT treatment 2%, PTAP TSG101 blk -3%, TRPV1 ag 1, MLL CXXC-DNA inh -18%, BRCA1 expr act 2%, B2AR arrestin -0.8%, a7 integrin act 26%, ELG1 repair inh 3% and TCR activator -5%.
Nc1nc(NCC2CCCO2)nc(Nc2cccc(F)c2)c1[N+](=O)[O-] (stereo not given) was read as p53 reactivation 0%, AT treatment -1%, PTAP TSG101 blk 2%, MLL CXXC-DNA inh 11%, BRCA1 expr act -9%, B2AR arrestin -0.7%, a7 integrin act 0%, ELG1 repair inh 0% and TCR activator 2%.
For CC(C)(C)C(=O)Cn1ncc(Br)c(Br)c1=O the results were p53 reactivation -12%, AT treatment -9%, PTAP TSG101 blk -6%, TRPV1 ag -2, MLL CXXC-DNA inh -10%, BRCA1 expr act -79%, B2AR arrestin 0.0%, a7 integrin act -25%, ELG1 repair inh inconclusive and TCR activator 1%.
